Screens from PubChem.
Dicer processing – inhibitors of Dicer pre-microRNA processing, primary screen, biochemical, cat-ELCCA, chemiluminescence. Endoribonuclease Dicer (Homo sapiens), Q9UPY3. cat-ELCCA pre-miR-21 Dicer processing; hits give high values. z-score at 25 µM. 47,000 tested, 6% active; in the data active = z-score above about 3, passing the limit was not always enough;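 note: plate controls were vehicle for no effect and no enzyme for full effect; higher signal means more uncleaved substrate so more Dicer inhibition; strong numbers were not always called active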
Target sequence (Q9UPY3 whole entry, looked up): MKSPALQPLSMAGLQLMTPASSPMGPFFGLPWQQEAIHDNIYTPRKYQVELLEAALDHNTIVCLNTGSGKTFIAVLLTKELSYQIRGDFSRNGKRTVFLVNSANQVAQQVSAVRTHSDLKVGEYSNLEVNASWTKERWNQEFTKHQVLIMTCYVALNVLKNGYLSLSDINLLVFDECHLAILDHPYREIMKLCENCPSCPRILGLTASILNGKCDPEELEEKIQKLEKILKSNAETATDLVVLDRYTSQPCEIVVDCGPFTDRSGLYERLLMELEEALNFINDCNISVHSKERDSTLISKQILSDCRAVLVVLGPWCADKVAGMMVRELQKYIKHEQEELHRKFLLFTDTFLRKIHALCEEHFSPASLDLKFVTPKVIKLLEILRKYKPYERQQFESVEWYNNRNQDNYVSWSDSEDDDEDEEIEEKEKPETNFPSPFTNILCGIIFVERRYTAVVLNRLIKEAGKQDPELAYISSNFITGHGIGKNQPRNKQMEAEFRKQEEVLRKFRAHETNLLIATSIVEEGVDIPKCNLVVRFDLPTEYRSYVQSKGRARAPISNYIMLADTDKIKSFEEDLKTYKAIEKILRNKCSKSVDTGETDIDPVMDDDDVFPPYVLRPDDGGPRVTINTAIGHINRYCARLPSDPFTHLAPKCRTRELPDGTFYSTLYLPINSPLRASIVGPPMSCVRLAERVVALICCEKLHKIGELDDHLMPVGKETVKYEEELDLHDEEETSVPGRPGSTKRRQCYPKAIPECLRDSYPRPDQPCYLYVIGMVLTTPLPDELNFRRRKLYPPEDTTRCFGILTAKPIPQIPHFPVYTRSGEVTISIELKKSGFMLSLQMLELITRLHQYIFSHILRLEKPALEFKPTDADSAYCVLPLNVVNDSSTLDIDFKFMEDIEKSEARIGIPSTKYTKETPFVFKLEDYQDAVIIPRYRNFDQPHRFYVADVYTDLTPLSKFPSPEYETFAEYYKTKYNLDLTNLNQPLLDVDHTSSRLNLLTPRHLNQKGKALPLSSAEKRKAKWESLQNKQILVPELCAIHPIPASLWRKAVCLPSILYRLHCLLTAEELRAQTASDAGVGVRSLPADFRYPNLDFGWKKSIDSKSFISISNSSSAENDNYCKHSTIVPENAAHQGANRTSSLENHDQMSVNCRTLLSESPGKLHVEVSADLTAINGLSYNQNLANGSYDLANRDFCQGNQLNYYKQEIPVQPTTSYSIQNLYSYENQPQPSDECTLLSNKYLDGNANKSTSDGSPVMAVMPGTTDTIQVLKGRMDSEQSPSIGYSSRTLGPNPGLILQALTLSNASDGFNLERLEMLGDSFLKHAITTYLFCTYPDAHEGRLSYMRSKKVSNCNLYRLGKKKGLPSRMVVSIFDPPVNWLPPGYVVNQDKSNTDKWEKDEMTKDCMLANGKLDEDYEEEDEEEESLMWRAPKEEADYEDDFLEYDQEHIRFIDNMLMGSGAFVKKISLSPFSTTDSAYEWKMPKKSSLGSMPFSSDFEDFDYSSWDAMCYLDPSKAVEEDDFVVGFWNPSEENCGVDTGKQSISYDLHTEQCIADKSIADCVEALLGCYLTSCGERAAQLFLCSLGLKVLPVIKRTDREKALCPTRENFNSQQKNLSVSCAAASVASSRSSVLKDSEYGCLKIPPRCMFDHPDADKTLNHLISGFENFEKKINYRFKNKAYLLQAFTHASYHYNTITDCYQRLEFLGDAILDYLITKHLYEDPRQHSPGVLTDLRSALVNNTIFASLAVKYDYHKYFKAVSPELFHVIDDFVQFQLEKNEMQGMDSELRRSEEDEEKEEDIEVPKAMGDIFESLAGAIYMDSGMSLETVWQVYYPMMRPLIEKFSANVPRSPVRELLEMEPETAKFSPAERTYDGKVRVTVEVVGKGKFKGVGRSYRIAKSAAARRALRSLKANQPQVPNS
* marks the source's active call; other numbers are inactive results. This is a subset. The share of hits here may be higher or lower than overall.

Start of the listing, in advance, 2 compounds:
SMILES	Dicer processing
CC(=O)N1CCN2C(=O)C1CCCC(=O)c1cc(C3CCCCC3)ccc12 (configuration not stated)	1.1
CCCOc1nnc(-c2ccc(C)c(S(=O)(=O)N(C)C)c2)c2ccccc12	-1.5

Main list, from the first entry:
SMILES	Dicer processing
CC(=O)N1CCN2C(=O)C1CCCC(=O)c1cc(C3CCCCC3)ccc12 (configuration not stated)	1.1
CCCOc1nnc(-c2ccc(C)c(S(=O)(=O)N(C)C)c2)c2ccccc12	-1.5
CC1Cc2ccccc2N1C(=O)c1cc2n(n1)C(C(F)(F)F)CC(c1ccco1)N2 (configuration not stated)	0.37
c1ccc(COn2nnc3ccccc32)c(COn2nnc3ccccc32)c1	-0.53
CS/C(=N\Nc1ccccc1C(F)(F)F)NC(=O)c1c(Cl)cccc1Cl	0.37
Nc1ccc(-c2nc3cc4ccccc4cc3[nH]2)cc1	4*
N#C/C(=C\c1cc(Br)cs1)c1nc2ccccc2s1	-0.22
Cc1ccc(CN2C(=O)c3oc4ccc(Br)cc4c(=O)c3C2c2ccc(O)cc2)cc1 (configuration not stated)	0.63
O=C(O)CCCC(=O)Nc1ccc(Br)cn1	-0.19
CCc1cc(C(=O)c2ccc(OC)cc2)c(NC(=O)CSc2nnc(-c3snnc3C)n2C2CC2)s1	1.1
COc1ccc(-c2cc(C)nc3nc(N)nn23)cc1	-1.7
C=CCOCCN1Cc2ccccc2C1	2.5
O=C(/C=C/Sc1ccccn1)c1cccc(Br)c1	-2.4
Cc1ccc(/C(O)=C2/C(=O)C(=O)N(c3ccc(O)cc3)C2c2ccccc2)cc1 (configuration not stated)	0.95
CC(C)S(=O)(=O)/C(C#N)=C/Nc1ccc(Cl)cc1	-0.92
O=C(Nc1ccncc1)c1cc([N+](=O)[O-])ccc1Cl	-0.91
Nc1nc(-c2ccc3c(c2)CCC3)cc(C(F)(F)F)n1	-0.7
Cc1nc(Nc2ccccc2)sc1C(=O)c1ccc(F)cc1	-1.2
COCCCN1CN=C(SCc2ccc(Cl)cc2Cl)NC1	-2.6
O=C(O)c1ccccc1SC1CC(=O)N(c2ccc(F)cc2)C1=O (configuration not stated)	-0.06
CSc1nc(CSc2ccc(Cl)cc2)nc(C2CC2)c1C#N	6.9
Cc1nnsc1-c1onc(C)c1-c1nc(-c2ccc([N+](=O)[O-])s2)no1	-1.4
CCSCCOC(=O)C1=C(C)NC2=C(C(=O)CCC2)C1c1ccc(-c2ccccc2)cc1 (configuration not stated)	-0.43
NC(=O)N/N=C/c1ccc([N+](=O)[O-])o1	-0.83
O=S(=O)(Cc1ccccc1)NCc1ccccn1	-0.28

(further entries)
SMILES	Dicer processing
COc1cccc(C2C(C(=O)OC(C)C)=C(C)NC3=C2C(=O)CC(c2ccccc2)C3)c1OC (configuration not stated)	7.6*
CCOC(=O)COc1ccc(=O)n(-c2ccccc2)n1	2.7
COC(=O)C1=C(C(=O)c2ccccc2)C(c2ccc(O)c(OC)c2)n2nnnc2N1 (configuration not stated)	0.04
CCOc1ccc(N(C)S(=O)(=O)c2ccc(Cl)cc2)cc1	3.1*
CN1CCN(C(=O)CCSc2nc(-c3ccc4c(c3)OCO4)cc(C(F)(F)F)n2)CC1	-0.76
CC1=C(C(=O)OCCOC(C)C)C(c2ccc(C)o2)C2=C(CCCC2=O)N1 (configuration not stated)	-0.28
CCSc1nnc2c(n1)OC(c1cccc(O)c1Cl)Nc1ccccc1-2 (configuration not stated)	0.27
COC(=O)c1scc(Br)c1O	1
CC1(C)CC(NC(=O)CCCCC(=O)NC2CC(C)(C)NC(C)(C)C2)CC(C)(C)N1	0.43
O=c1[nH][nH]c2c1cnc1c(F)cc(F)cc12	-0.24
CC1(C)OC(=O)C(C2C3CC4CC(C3)CC2C4)C(=O)O1 (configuration not stated)	0.81
Cc1cccc(NC2=NS(=O)(=O)c3ccccc32)c1	2.7
CCOc1cc(C)c(Cl)cc1S(=O)(=O)n1cnc(C)c1	-0.76
Nc1nc2c(c(=O)[nH]1)C(c1cccc(F)c1)CC(=O)N2 (configuration not stated)	0.8
Cc1cc(C)c(C#N)c(Nc2cccc(Cl)c2)n1	2.1
CCN(CC)C(=S)Oc1ccccc1[N+](=O)[O-]	-0.83
N#C/C(=C\c1sccc1Oc1ccccc1)S(=O)(=O)c1ccc(Cl)cc1	-1.9
O=c1c2cnn(-c3ccccc3)c2nc(-c2ccco2)n1-c1ccccc1	-0.43
COc1ccc(C2/C(=C(\O)c3ccccc3)C(=O)C(=O)N2CCCn2ccnc2)c(OC)c1 (configuration not stated)	-8.7
CCN(CC)C(=O)Oc1cc(COC)nc(-c2ccccc2)n1	-2.2
CC(C)Cn1c(=O)n(C)c(=O)c2[nH]cnc21	0.48
O=C(Nc1ccc2[nH]ncc2c1)C1CCC1	-0.03
CN(C(=O)Nc1ccc(Cl)cc1)C1CC2C=CC1C2 (configuration not stated)	2
CCc1ccc(C(=O)CC2(O)C(=O)Nc3ccccc32)cc1 (configuration not stated)	-0.1
CC(C)NNC(=O)CCC(=O)NNC(=O)C(C)C	1.6

(cont.)
SMILES	Dicer processing
CN(C)S(=O)(=O)N1CCCN(S(=O)(=O)N(C)C)CC1	-1.1
CSc1nc(N)nc(-c2ccccc2Cl)c1C#N	-1.4
COCc1cc(C)nc(N2CCOCC2)c1C#N	1.4
COC(=O)c1cnn2c(C(F)F)cc(-c3ccc(C)cc3)nc12	-1.5
COc1ccc2c(c1)CCCN2C(=O)c1c(-c2c(Cl)cccc2Cl)noc1C	-1.1
CC(C)(C)OC(=O)N1CCN(C(=O)/C=C/C(=O)O)CC1	-0.77
COc1ccc(C2C(C(=O)OC(C)(C)C)C(=O)CC(C)(O)C2C(=O)OC(C)(C)C)cc1OC (configuration not stated)	0.04
CCCS(=O)(=O)c1cc2ccccc2oc1=O	0.83
CCN1CCC[C@H]1CNC(=O)c1c(OC)ccc(Br)c1OC	-0.44
Cc1c(C)c(C)c(CSC2=NCCN2Cc2ccccc2)c(C)c1C	1.8
CN(C)c1cccc2c1c(NC(=O)Nc1ccccc1)nn2C	-6.9
O=C(c1ccc(Cl)cc1)N(CCS(=O)(=O)c1ccc(Cl)cc1)Cc1cccs1	-1.4
Cc1ccc(S(=O)(=O)C2CS(=O)(=O)c3ccccc32)cc1 (configuration not stated)	-0.69
O=[N+]([O-])c1cc(C(F)(F)F)ccc1Sc1cccs1	0.16
COc1ccc(-c2noc(-c3ccc(C)c(C)c3)n2)cc1OC	1.5
Cc1ccc2cccc(OC(=O)c3cccnc3Oc3ccccc3)c2n1	-0.49
COCCOC(=O)c1c(C)oc2cc(Br)c(OC(=O)c3ccc(OC)c(OC)c3)cc12	1.7
CCO/C=C1\SC(=S)N(CCc2ccccc2)C1=O	-1.2
Cc1cc(C(=O)CSC(=S)SC(C)(C)C)ccc1Cl	-3.4
Cc1ccc(S(=O)(=O)N(C)C)cc1NC(=O)c1sccc1Cl	1.2
CCCC1c2ccsc2CCN1C(=S)NC (configuration not stated)	-1.9
CCOC(=O)c1cc(C#N)c(N2CCNCC2)nc1C(F)(F)F	-0.84
COc1ccc(CN2CCN(Cc3cccc(OC)c3OC)CC2)cc1Br	-0.05
O=c1[nH]c2ccccc2c(O)c1[N+](=O)[O-]	1
CCOC(=O)CSc1nc2sc3c(c2c(=O)n1-c1ccc(OC)cc1)CC(C)(C)OC3	2

Next section
SMILES	Dicer processing
CC(C)(C)C(=O)Nc1nnc(-c2ccc(Br)cc2)s1	1.3
COc1cc2c(=O)n(CCSC(C)(C)C)c(=S)[nH]c2c(OC)c1OC	-0.14
CC1(C)O[C@@H]2C[C@H]3[C@@H]4C[C@H](F)C5=CC(=O)CC[C@]5(C)[C@H]4[C@@H](O)C[C@]3(C)[C@]2(C(=O)CO)O1	0.2
CCOC(=O)c1c(CN2CCOCC2)nc2c3ccccc3ccn12	-1.1
COC(=O)c1cccn1-c1ccc(F)cc1	-2
O=C(NC1CCCCCCCCCCC1)c1ccncc1	-0.24
O=S(=O)(NCc1csc(-c2cccs2)n1)c1ccc(N2CCOCC2)nc1	2.4
CC1=C(C(=O)OC(C)C)C(c2cccc(O)c2)n2c(nc3ccccc32)N1 (configuration not stated)	2.4
O=C(OCc1ccc(Cl)cc1)c1cnc(N2CCSCC2)nc1C(F)(F)F	-1.4
CN(C)/C=C(\C#N)C(=O)NC1CCCCC1	27
CCOc1cc(C2C(C(=O)OCc3ccccc3)=C(C)N=C3SCCC(=O)N32)ccc1OC(C)=O (configuration not stated)	-1.1
COc1cc(CNc2nc3c(C)cc(C)cc3s2)ccc1O	3.1*
Nc1ncnc(Nc2c(F)cccc2F)n1	0.2
Cc1cc(=O)n2ncnc2n1CC(=O)N/N=C/c1ccc(Cl)cc1	-0.7
N#Cc1nc(COc2ccc(F)cc2)oc1NCCCn1ccnc1	1.1
COc1ccc(/C=N/NS(=O)(=O)c2ccc(Cl)cc2)cc1OC	3.5*
Nc1ccc(Cl)cc1-c1nc2ccccc2[nH]1	-0.94
CC[C@H]1CN2CCc3cc(OC)c(OC)cc3[C@@H]2C[C@@H]1C[C@H]1NCCc2cc(OC)c(OC)cc21	0.38
O=C(On1c(-c2ccccc2)nc2ccccc2c1=O)c1cccc(C(F)(F)F)c1	-0.59
COc1ccccc1-c1c(C(F)(F)F)oc2cc(OCC(=O)OC(C)C)ccc2c1=O	0.17
O=C1CC(c2ccco2)CC2=C1C(c1ccco1)Nc1ccccc1N2 (configuration not stated)	1.2
O=C(Nc1ccc(Cl)cc1)NN1CC(=O)N(c2ccccc2F)CC1=O	4.9*
CCCn1c(NCc2ccccn2)nc2ccccc21	1.7
CC(C)Oc1ccc(C2N3CC4(C)CN2CC(C)(C3)C4)cc1 (configuration not stated)	2.4
CCOCCOC(=O)C1=C(C)NC2=C(C(=O)CCC2)C1c1coc2ccc(C)cc2c1=O (configuration not stated)	0.34

More results follow.
SMILES	Dicer processing
CCCCCOC(=O)C1=C(C)NC2=C(C(=O)CCC2)C1c1ccc(OC)c(OC)c1 (configuration not stated)	-0.68
CC12CN3CC(C)(CN(C1)C3c1ccc([N+](=O)[O-])o1)C2=O (configuration not stated)	0.3
CC(C)n1c(CCC(=O)O)ccc1-c1ccc(Cl)cc1	1
CC1(C23CC4CC(CC(C4)C2)C3)CC(=O)O1 (configuration not stated)	1
COc1ccc(S(=O)(=O)N2CC=C(c3ccccc3)CC2)c(OC)c1	-0.66
CSc1nc(/N=C/N(C)C)n2nc(C)cc2n1	-1.7
COc1ccc(OC)c(SCC(=O)N2CCc3c([nH]c4ccccc34)C2C(F)(F)F)c1 (configuration not stated)	0.53
CCN(CC)CC(=O)Nc1c(C)cccc1C	-0.24
O=C(CSc1nnnn1-c1ccccc1)N1CCN(S(=O)(=O)c2ccccc2)C1	2.9
Cn1c(=O)c2c(nc(NCc3ccco3)n2Cc2cccc(Br)c2)n(C)c1=O	1.9
O=C(N/N=C/C=C/c1ccccc1)c1ccccc1CO	-0.91
O=C(CSc1nc2ccccc2nc1N1CCCC1)NC1CCCCC1	0.23
CCOC(=O)NC(=O)C(=CNc1sc(C)c(C)c1C(=O)OCC)C(=O)NC(=O)OCC	-0.22
O=c1/c(=C\c2ccc3c(c2)OCO3)sc2n1C(c1cccs1)C1=C(N=2)c2ccccc2CC1 (configuration not stated)	10
Cc1ccc(-c2sc(N)nc2-c2ccc(Cl)cc2)cc1	1.3
CN(CCc1ccccn1)C(=O)c1cccnc1Oc1ccc(Cl)cc1	1.5
COc1cc(-c2ccc(=O)[nH]n2)ccc1OC(F)F	0.07
Cn1c(SCC(=O)Nc2ccc(F)c(Cl)c2)nnc1-c1cncc(C#Cc2ccccc2)c1	-1.8
CC(=O)c1cnn(-c2cc(C(F)(F)F)cc(C)n2)c1C	1.6
CN(C)c1ccc(C2CC(c3ccccc3)=NN2C(=O)CCCC(=O)O)cc1 (configuration not stated)	1.1
COc1ccccc1Nc1nc(Cl)nc(Nc2ccccc2OC)n1	-1
S=c1cc(-c2ccccc2)ss1	-0.04
CCN(CC)CCOc1ccc2nc(N(C)C)sc2c1	-0.43
COc1ccc(Br)cc1Br	0.45
CCOC(=O)c1cn2nc(Oc3cccc(F)c3)ccc2n1	-2.6

As a short view, some entries already given:
SMILES	Dicer processing
CC1(C23CC4CC(CC(C4)C2)C3)CC(=O)O1 (configuration not stated)	1
COc1ccc(S(=O)(=O)N2CC=C(c3ccccc3)CC2)c(OC)c1	-0.66

Next compounds follow:
SMILES	Dicer processing
Cc1c(Cl)cccc1NC(=O)NC1Cc2ccccc2C1	-3.9
COCCNS(=O)(=O)c1ccc(C(=O)OC)n1C	0.34
CCOC(=O)C1=NNC2C(=O)N(c3ccc(OC)cc3)C(=O)C12 (configuration not stated)	0.69
FC(F)(F)c1c2c(nc3c(-c4ccccc4)cnn13)CCC2	1.5
CCOC(=O)CSc1nc(N2CCOCC2)c2c(c1C#N)CC(C)(C)N(C)C2	-0.93
CC(=O)N(C(C)=O)n1c(C)nc2c(sc3nnc(-c4ccccc4)c(-c4ccccc4)c32)c1=O	-2.3
COc1ccc(NC(=S)Nc2cccc(C)n2)cc1	1.4
O=C(COc1ccccc1)NC1C(=O)N2C(C(=O)O)=C(Cl)CSC12 (configuration not stated)	-0.43
CCN(CC)c1ccc(Nc2cc(C)nc3ncnn23)c(C)c1	-0.45
O=C(O)CCC(=O)CCC(=O)c1ccccc1	-0.36
NNC(=O)C(Cc1ccc(O)cc1)NC(=O)OCc1ccccc1 (configuration not stated)	-0.7
Cc1cccc(C)c1-n1c(=O)n(Cc2ccccc2)c(=O)c2[nH]cnc21	-0.4

In another format: 6 of the compounds above
mol | Dicer processing
O=C(O)CCC(=O)CCC(=O)c1ccccc1 | -0.36
Cc1c(Cl)cccc1NC(=O)NC1Cc2ccccc2C1 | -3.9
Cc1cccc(C)c1-n1c(=O)n(Cc2ccccc2)c(=O)c2[nH]cnc21 | -0.4
FC(F)(F)c1c2c(nc3c(-c4ccccc4)cnn13)CCC2 | 1.5
CC(=O)N(C(C)=O)n1c(C)nc2c(sc3nnc(-c4ccccc4)c(-c4ccccc4)c32)c1=O | -2.3
CCOC(=O)CSc1nc(N2CCOCC2)c2c(c1C#N)CC(C)(C)N(C)C2 | -0.93
